JMJD2C inh: inhibitors of GASC-1 histone demethylase, primary screen, biochemical, fluorescence, DELFIA europium | Lysine-specific demethylase 4C (Homo sapiens), Q9H3R0 | inhibition, % at 2.35 µM | GST-JMJD2C(1-420) H3K9me3 demethylation | actives 0.069% (n = 330,000);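 active means more than half of a compound's replicate wells show inhibition beyond 50%, single wells judged on their own value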;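 further: signal counts dimethyl H3K9 product captured on neutravidin plate; 0% = median of DMSO wells and 100% = 0.3 times that DMSO median; strong numbers were not always called active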
Target sequence (Q9H3R0 1-420 limits assumed): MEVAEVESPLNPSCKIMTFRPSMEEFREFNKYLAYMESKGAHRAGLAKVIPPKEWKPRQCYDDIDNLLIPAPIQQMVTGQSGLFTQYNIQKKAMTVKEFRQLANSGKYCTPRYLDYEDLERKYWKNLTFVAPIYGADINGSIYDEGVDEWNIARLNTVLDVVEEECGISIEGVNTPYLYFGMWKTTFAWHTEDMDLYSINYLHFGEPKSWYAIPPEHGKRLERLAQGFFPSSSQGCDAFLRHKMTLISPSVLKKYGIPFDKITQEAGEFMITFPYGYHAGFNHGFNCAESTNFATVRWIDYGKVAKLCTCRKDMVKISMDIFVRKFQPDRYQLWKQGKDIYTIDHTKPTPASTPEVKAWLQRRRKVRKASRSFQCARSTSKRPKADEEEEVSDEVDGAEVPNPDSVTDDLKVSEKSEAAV
PP5 inh: PP5 phosphatase inhibitors, primary screen, biochemical, fluorescence; Serine/threonine-protein phosphatase 5 (Homo sapiens), P53041; purified PP5c, OMFP substrate fluorescence; inhibition, % at 6.7 µM; actives 0.18% (n = 320,000);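 active means inhibition above the campaign's mean inhibition across all tested compounds plus 3 SD, cut at about 9.5% in these data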;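 further: 0% = DMSO only and 100% = 100 µM cantharidin control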
VLA-4 inh: inhibition in human VLA-4 binding assay, primary screen, VLA-4 allosteric modulator project, MLPCN library, flow cytometry, VLA-4 expressing cells | Integrin alpha-4 (Homo sapiens), P13612 | ligand binding flow cytometry | inhibition, % (about 7 µM as worked out from the volumes in the protocol) | actives 0.2% (n = 330,000) | AID 2557, 2010; in the data active means inhibition above about 50%
proCasp3 act: activators of human procaspase-3 D3A mutant, primary screen, biochemical, absorbance, PC-3 D3A mutant, single concentration; activation, % at 8.5 µM; recombinant procaspase-3 D3A, Ac-DEVD-pNA absorbance 405 nm; actives 0.11% (n = 330,000); AID 463141, 2010;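 active means activation above the mean of all tested compounds plus 3 SD, cut at about 21% in these data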;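 further: 0% = DMSO alone and 100% = DMSO wells spiked with extra 5 µM PC-3 D3A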
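Test system: Procaspase-3 D3A mutant, all three cleavage aspartates alanine | Dosing: Single dose, 8.5 µM nominal compound, 0.8% DMSO | Schedule: 1 h preincubation, 2 h reaction | Technique: 405 nm absorbance of p-nitroaniline, reads at 0 and 120 min | Repeats: One well per compound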
HCV core dimer: inhibitors of HCV core protein dimerization, primary screen, biochemical, TR-FRET, high-throughput. inhibition, % at 5 µM. AID 1899, 2009. TR-FRET GST/Flag-core106 dimerization, 1536-well. actives 0.33% (n = 300,000);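 active means inhibition above the mean of all tested compounds plus 3 SD, set per screening campaign, cut at about 45% in these data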
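Assay system: GST-tagged and Flag-tagged HCV core protein residues 1-106 / Times: compound-protein-antibody incubation 4 h at 22.5 °C / Signal: time-resolved FRET, ex 340 nm, em 617 and 671 nm / Evaluation: % inhibition based on acceptor/donor emission ratio / Benchmarks: wells lacking GST-core106 and wells with excess unlabelled core106 / Repeats: singlicate, one well per compound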
proCasp7 act: procaspase-7 activators, primary screen, counter-screen for procaspase-3 activator project, biochemical, absorbance, HTS, human; Caspase-7 (Homo sapiens), P55210; recombinant procaspase-7, Ac-DEVD-pNA absorbance 405 nm; D23A/D198A/D206A triple mutant, cannot self-cleave; scale: DMSO 0, 5 µM enzyme 100; activation, % at 8.5 µM; actives 0.093% (n = 330,000); AID 463210, 2010;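 active means percent activation above the screen-wide mean plus 3 SD, cut at about 25% in these data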
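Assay system – Uncleavable procaspase-7 mutant enzyme · Quantity – 2 µM procaspase-7 mutant as dispensed · Times – 1 h preincubation, 2 h reaction · Dosing – single nominal 8.5 µM compound dose, 0.8% DMSO final · Buffer or medium – Zinc-free 50 mM HEPES buffer, pH 7.4, with NaCl and Triton X-100 · Detection – Epi-absorbance of released pNA at 405 nm, two timepoints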
PP1 counter: PP1-alpha phosphatase inhibitors, primary screen, counter-screen for PP5 inhibitor project, biochemical, fluorescence, OMFP substrate, single point; purified PP1alpha; inhibition, % at 6.7 µM; actives 0.9% (n = 320,000);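 active means inhibition above the mean inhibition of all tested compounds plus 3 SD, computed separately for each screening campaign, cut at about 15% in these data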
GRK2 inh: compounds blocking aptamer binding on GRK2 – biochemical, human GRK2, bead flow cytometry, HTS, primary screen. Beta-adrenergic receptor kinase 1 (Homo sapiens), P25098. FAM-aptamer displacement from GRK2. inhibition of aptamer binding, % at 10 µM. actives 0.59% (n = 330,000). AID 488847, 2010;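 active means inhibition of aptamer binding above 40%, roughly 3 SD of noise, on plates passing a quality check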;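 further: median bead fluorescence of bound FAM aptamer so fluorescent compounds give negative values; no value below 0 was filed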
Target sequence (P25098 whole entry, looked up): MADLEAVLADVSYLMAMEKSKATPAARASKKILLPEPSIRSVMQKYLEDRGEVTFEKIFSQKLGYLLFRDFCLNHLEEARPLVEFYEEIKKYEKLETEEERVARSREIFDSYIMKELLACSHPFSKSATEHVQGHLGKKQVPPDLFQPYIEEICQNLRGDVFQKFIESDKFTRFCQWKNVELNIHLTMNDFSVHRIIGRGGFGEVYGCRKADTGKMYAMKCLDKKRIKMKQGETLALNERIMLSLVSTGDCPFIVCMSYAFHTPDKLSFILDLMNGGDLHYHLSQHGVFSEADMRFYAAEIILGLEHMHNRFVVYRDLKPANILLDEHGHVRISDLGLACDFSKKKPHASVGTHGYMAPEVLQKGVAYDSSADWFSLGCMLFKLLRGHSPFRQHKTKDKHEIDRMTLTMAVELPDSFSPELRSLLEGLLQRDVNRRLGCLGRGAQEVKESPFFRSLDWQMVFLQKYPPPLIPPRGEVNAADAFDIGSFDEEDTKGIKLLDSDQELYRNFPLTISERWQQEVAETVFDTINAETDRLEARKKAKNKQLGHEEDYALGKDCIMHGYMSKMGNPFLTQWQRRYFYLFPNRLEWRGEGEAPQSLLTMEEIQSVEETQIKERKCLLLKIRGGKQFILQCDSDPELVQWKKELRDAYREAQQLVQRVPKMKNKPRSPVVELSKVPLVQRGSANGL
CTSL1 counter: Fasciola hepatica cathepsin L1 inhibitors, primary screen, counter-screen for PFM18AAP inhibitor project, biochemical, QFRET, fluorogenic peptide substrate | actives 0.49% (n = 300,000) | AID 1906, 2009 | inhibition, % at 5.96 µM | recombinant F. hepatica cathepsin L1, Z-Leu-Arg-MCA fluorescence;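 active means inhibition above the mean of all tested compounds plus 3 SD, set per screening campaign, cut at about 17% in these data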;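 further: 0% = plate median of test compound wells and 100% = 1 µM Z-Phe-Ala-diazomethylketone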
Active calls of the source: *; / = no result given.

SMILES	JMJD2C inh	PP5 inh	VLA-4 inh	proCasp3 act	HCV core dimer	proCasp7 act	PP1 counter	GRK2 inh	CTSL1 counter
CCNC(=S)NNC(=O)c1csc2c1CCC(C)C2 (centres undefined)	45.4	-0.2	-11.7	-1.2	-8.0	-22.2	5.4	0.0	2.5
c1nc(N2CCC3(CC2)OCCO3)c2[nH]cnc2n1	1.8	-1.4	17.3	2.9	7.5	-2.7	-3.0	0.0	-1.8
CC1(C)CC(=O)C(Sc2nnc(-c3ccc(O)cc3)n2CC2CCCO2)C(=O)C1 (centres undefined)	14.5	1.6	11.4	-2.7	-1.1	2.3	-8.8	4.0	-7.1
COc1ccc(C(C)=O)cc1COc1ccc(-n2cnnn2)cc1	-15.1	1.6	-1.7	0.9	8.0	2.2	-0.8	0.0	-2.0
O=C1C=C(N2CCCCC2)C2(CCCCC2)O1	-0.1	1.3	2.1	-7.0	1.3	13.8	-1.0	2.0	-1.9
Cc1ccc(C(=O)N/C(=C/c2ccco2)C(=O)Nc2cccc(C)c2)cc1	1.9	2.3	2.7	2.2	14.1	5.4	-0.2	0.0	1.8
NC1=NC[C@H](Cc2ccc(O)cc2)N1CCc1cccc2ccccc12	-3.5	-1.4	6.6	2.0	-4.3	-1.0	12.2	0.0	5.8
N#C/C(=C\c1ccc[nH]1)C(=O)NCC1CCCO1 (centres undefined)	-5.1	2.0	4.4	-1.8	-2.7	1.4	-6.6	4.0	1.2
O=C(O)CCSc1ncnc2sc(-c3ccccc3)cc12	-4.3	0.0	0.0	-5.0	5.1	3.3	0.5	2.0	3.4
CS(=O)(=O)N1CCN(c2ccc(NC(=O)C(c3ccccc3)c3ccccc3)cc2)CC1	-1.1	0.9	6.3	8.2	10.6	-2.8	-2.3	0.0	1.1
Cn1ncc2c(N3CCC(Cc4ccccc4)CC3)ncnc21	199.2	0.8	-1.3	-8.6	1.2	-14.8	2.8	7.0	10.0
CCn1c(=O)cc(SCC(=O)N2CCN(Cc3ccc4c(c3)OCO4)CC2)c2ccccc21	16.3	1.6	4.5	6.3	7.2	2.8	-4.0	3.0	-6.4
COc1ccc(-n2c(-c3ccc(Br)cc3)nc(=S)c3c2CCCC3)cc1	-27.1	0.6	14.2	3.3	36.9	14.7	-3.9	3.0	-3.0
CC(=O)NC1=NN(C(C)=O)C(C)(c2cccnc2)S1 (centres undefined)	-7.2	-1.0	3.3	1.8	-1.6	-2.2	-0.5	0.0	-6.6
O=C1CC2(CCN(C(=O)c3ccc(Br)cc3)CC2)Oc2ccccc21	-13.9	-1.6	9.6	2.5	0.4	-5.5	2.4	2.0	-4.3
CCOc1cc(CNCCc2c[nH]c3ccccc23)cc(Cl)c1OCC(N)=O	-0.1	-0.5	7.7	-11.6	-3.5	-8.7	0.8	0.0	-5.8
COC(=O)C1=C(C)N(Cc2ccccc2)C(=NCCCCO)N[C@H]1CCc1ccccc1	-2.4	-2.4	19.1	9.7	-1.2	-2.4	-2.9	0.0	1.5
O=C(NN=Cc1ccccc1OC(F)F)c1ccc(NS(=O)(=O)c2cccs2)cc1	12.0	/	9.5	-14.7	/	-31.1	/	2.0	/
COCCNC(=O)C(=O)NCC(c1ccc2c(c1)OCO2)N1CCN(c2ccc(F)cc2)CC1 (centres undefined)	-0.9	0.4	9.3	4.5	-1.5	6.5	-0.8	0.0	-4.0
CCC(=O)c1ccc(N2CCCCC2)c(F)c1	14.2	-1.4	-0.9	-2.4	-9.4	-1.7	-4.3	0.0	4.1
CC1(c2ccccc2)NC(=O)N(CC(=O)Nc2ccc(N3CCOCC3)cc2)C1=O (centres undefined)	-7.2	/	-2.5	-2.2	/	6.3	/	0.0	/
COc1ccccc1/C=C/C(=O)NNC(=O)c1cc(C)oc1C	-42.0	-0.2	4.0	0.7	-3.8	5.0	-1.0	0.0	2.3
O=C(NCC(O)CO)c1ccc2[nH]c3ccccc3c2c1 (centres undefined)	-28.7	4.3	14.1	-8.5	5.5	-7.3	-7.9	0.0	0.4
O=S(=O)(c1ccccc1)c1ccc(N2CCCCCC2)cc1	-4.6	6.2	-8.1	-0.8	2.9	8.7	5.5	2.0	5.4
CCC1CN(C(=O)N2CCC(C(=O)NCc3cccc(OC)c3OC)CC2)c2cc(C)ccc2O1 (centres undefined)	6.7	2.6	-2.6	3.5	8.2	5.2	-2.4	0.0	5.7
The listing continues.
SMILES	JMJD2C inh	PP5 inh	VLA-4 inh	proCasp3 act	HCV core dimer	proCasp7 act	PP1 counter	GRK2 inh	CTSL1 counter
CCOc1ccc(Cl)cc1S(=O)(=O)NC1CCCC1	24.7	2.1	6.0	7.2	-12.6	-7.0	-1.0	3.0	-0.2
Cc1ccc(/C=N/N2CCN(c3ccncc3S(=O)(=O)N3CCCCC3)CC2)cc1	1.2	-2.9	12.2	3.1	3.1	-0.1	-4.4	0.0	0.0
CC(=O)c1ccc(CCCCCCCCCC(=O)O)s1	3.2	-2.1	-8.6	-4.7	3.3	4.0	5.9	3.0	2.5
Cc1ccc(C2c3c(C)nn(-c4ccc([N+](=O)[O-])cc4)c3N=C3C(=O)Nc4ccccc4N32)cc1 (centres undefined)	-33.9	1.4	4.7	-2.5	17.4	-11.1	13.8	7.0	-1.4
CN(C)C(=O)COC(=O)c1cc(Cl)cc(Cl)c1N	2.3	1.3	-12.2	15.4	1.9	6.0	-3.0	3.0	1.2
CCC1CCCCN1C(=O)NC(=O)c1ccccc1 (centres undefined)	2.0	1.7	-5.0	-1.3	-8.1	-1.0	-1.6	2.0	-1.0
COc1ccccc1N1CCN(C(=O)C(OC(C)=O)c2ccccc2)CC1 (centres undefined)	50.4	0.2	4.8	4.5	-4.1	4.9	-4.7	1.0	-44.5
O=C(Nc1ccc(N2CCCC2)c(Cl)c1)c1ccccc1[N+](=O)[O-]	-32.6	0.7	11.9	1.8	-4.1	-6.4	-0.2	0.0	-5.3
CCOC(=O)Cn1ccc(NC(=O)c2ccc3c(c2)OCO3)n1	33.1	2.6	-1.8	6.6	10.2	-2.3	-3.0	1.0	0.0
Cc1ccc2nc(-c3ccncc3)cc(C(=O)NCCc3ccc(F)cc3)c2c1	4.3	2.3	8.2	-2.1	2.5	9.0	0.6	2.0	0.6
Cc1c(NS(=O)(=O)c2ccc(NC3CCCC3)c([N+](=O)[O-])c2)c(=O)n(-c2ccccc2)n1C	1.3	-0.9	/	-0.4	9.5	2.6	-3.0	7.0	6.8
Cn1nc(C(F)(F)F)c(-c2cccc(C(F)(F)F)c2)c1NC(=O)c1cccnc1	1.2	1.1	0.7	-5.8	-0.4	-0.1	5.0	0.0	1.1
CCCCNC(=O)C(Cc1ccccc1)NS(=O)(=O)c1ccc2c(c1)c(=O)n(C)c(=O)n2C (centres undefined)	-2.2	-0.2	50.2*	7.7	-26.0	-1.0	-3.5	11.0	-5.3
CC(C)(C)c1nc2scc(-c3ccc(Br)cc3)c2c(=O)o1	4.3	3.5	14.1	4.3	-1.8	-6.2	-7.3	1.0	-2.6
COc1ccccc1C1CC(=O)NC(C)=C1C(=O)OCC(C)C (centres undefined)	-0.7	0.9	23.7	-6.3	3.3	1.0	4.4	2.0	0.1
CN(CC(=O)Nc1ccc(Cl)c(S(=O)(=O)N2CCOCC2)c1)C(=O)c1ccc(C#N)cc1	/	1.3	-4.9	8.8	/	-1.8	-2.7	0.0	/
Cc1cccc(Nc2ncnc3c2cnn3C)c1	13.4	3.5	13.3	1.6	-2.4	13.7	0.3	2.0	0.9
COCC(C)n1c(C)cc(C(=O)CSc2nnnn2-c2ccc(O)cc2)c1C (centres undefined)	14.6	-0.1	10.6	2.1	5.0	-12.1	-1.2	0.0	-3.7
Cn1c(Cn2c(=O)sc3ccccc32)nnc1SCc1ccccn1	-0.6	2.5	-28.5	-0.9	-3.4	-5.7	-7.4	2.0	-2.9
c1cnc(SCCCOc2ccc3ccccc3c2)nc1	-1.8	1.1	1.1	-4.4	-2.2	-0.1	0.0	1.0	-1.3
O=C(COC(=O)COc1ccccc1F)Nc1ccc2c(c1)OCO2	-7.1	2.4	15.0	1.8	/	-3.4	-4.3	4.0	/
CCc1[nH]nc(C(=O)N2CCCC(C(=O)c3cccc(C(F)(F)F)c3)C2)c1C (centres undefined)	-0.8	3.4	-2.7	-0.9	-27.2	3.1	0.8	3.0	3.1
Nc1nc2c(c(=O)[nH]1)CN(Cc1ccccc1)CC2	1.7	-0.6	12.8	5.8	8.4	6.2	-3.0	4.0	-0.6
Cc1ccccc1/C=N/Nc1nc2ccccc2c(=O)n1O	4.3	2.8	5.6	-8.6	-5.6	8.3	1.7	0.0	-0.3
COc1ccc(-c2cc(C(F)(F)F)n3ncc(C(=O)NCC4CCCO4)c3n2)cc1OC (centres undefined)	3.1	0.2	9.7	-5.9	1.1	9.6	-2.6	4.0	1.7
CCOc1ccccc1C1C(C#N)=C(N)N(N(C)C)C2=C1C(=O)CCC2 (centres undefined)	0.1	-0.9	3.3	-0.6	-0.5	-0.9	-2.7	2.0	1.2
S=C(Nc1ccccc1)Nc1ccc(Br)cn1	-9.1	4.5	20.5	5.6	9.6	2.9	1.1	0.0	1.2
Cc1c(C(=O)N(C)C)c2cc(Cl)ccc2n1O	5.6	-1.2	15.3	2.5	-3.1	-8.6	0.4	3.0	2.5

Of the compounds above, these contain two or more sulfur atoms.
SMILES	JMJD2C inh	PP5 inh	VLA-4 inh	proCasp3 act	HCV core dimer	proCasp7 act	PP1 counter	GRK2 inh	CTSL1 counter
CCNC(=S)NNC(=O)c1csc2c1CCC(C)C2 (centres undefined)	45.4	-0.2	-11.7	-1.2	-8.0	-22.2	5.4	0.0	2.5
O=C(O)CCSc1ncnc2sc(-c3ccccc3)cc12	-4.3	0.0	0.0	-5.0	5.1	3.3	0.5	2.0	3.4
O=C(NN=Cc1ccccc1OC(F)F)c1ccc(NS(=O)(=O)c2cccs2)cc1	12.0	/	9.5	-14.7	/	-31.1	/	2.0	/
Cn1c(Cn2c(=O)sc3ccccc32)nnc1SCc1ccccn1	-0.6	2.5	-28.5	-0.9	-3.4	-5.7	-7.4	2.0	-2.9

Screening data from PubChem BioAssay.
